# High-throughput results as filed in PubChem BioAssay.
# TNAP inh noacc: TNAP (human) inhibition, acceptor-free conditions; P05186; purified TNAP, CDP-star luminescence, 30 min; inhibition, % at 20 µM; 200,000 compounds, 0.26% hits; AID 1012;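 active = tissue-nonspecific alkaline phosphatase inhibition above about 50% at 20 µM in the single-dose screen, limit read from the data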;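 note: 0% = DMSO negative control and 100% = EDTA positive control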
# Target sequence (P05186 whole entry, looked up): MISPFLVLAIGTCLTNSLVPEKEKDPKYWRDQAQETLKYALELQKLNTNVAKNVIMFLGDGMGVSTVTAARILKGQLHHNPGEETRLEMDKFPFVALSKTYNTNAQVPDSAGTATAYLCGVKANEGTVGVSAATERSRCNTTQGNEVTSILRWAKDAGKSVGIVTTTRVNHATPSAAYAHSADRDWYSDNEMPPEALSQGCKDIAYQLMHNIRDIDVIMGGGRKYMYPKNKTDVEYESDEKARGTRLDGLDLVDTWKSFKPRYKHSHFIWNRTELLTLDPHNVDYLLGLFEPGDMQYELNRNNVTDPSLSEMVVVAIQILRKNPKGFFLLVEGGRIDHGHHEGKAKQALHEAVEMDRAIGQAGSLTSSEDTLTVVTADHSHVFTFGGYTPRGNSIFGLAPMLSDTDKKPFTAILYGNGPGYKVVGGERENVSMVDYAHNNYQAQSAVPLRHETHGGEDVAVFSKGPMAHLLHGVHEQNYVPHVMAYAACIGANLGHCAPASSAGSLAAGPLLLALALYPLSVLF
# S1P3 antag: antagonists of human S1P3 receptor; Q99500; CHO S1P3 NFAT-BLA reporter, FRET fluorescence, antagonist mode; AID 485; inhibition, % at 4.98 µM; 170,000 compounds, 0.27% hits;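 active = inhibition above the plate cutoff, the mean inhibition of test wells on that plate plus 3 SD, cut at about 28% in these data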;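 note: cells challenged with S1P at its EC80 of 0.8 µM; blue over green emission ratio from cleaved BLA substrate after 4 h stimulation; 0% = S1P-stimulated wells and 100% = unstimulated DMSO-only wells; some compounds past the cut are filed as inactive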
# Target sequence (Q99500 whole entry, looked up): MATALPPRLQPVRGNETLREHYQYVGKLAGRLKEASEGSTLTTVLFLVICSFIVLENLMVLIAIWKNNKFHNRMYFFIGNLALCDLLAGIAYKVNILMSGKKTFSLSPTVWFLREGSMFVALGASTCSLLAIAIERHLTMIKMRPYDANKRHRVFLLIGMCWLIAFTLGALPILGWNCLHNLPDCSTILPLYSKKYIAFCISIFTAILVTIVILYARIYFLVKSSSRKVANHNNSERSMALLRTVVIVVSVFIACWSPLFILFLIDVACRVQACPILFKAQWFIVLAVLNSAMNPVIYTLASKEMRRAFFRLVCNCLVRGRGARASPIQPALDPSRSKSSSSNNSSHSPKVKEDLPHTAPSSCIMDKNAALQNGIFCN
# PMI act hi M6P: PMI (human) activation, high substrate | P34949 | coupled PMI enzyme assay, resazurin fluorescence, 20 min; active compounds read high; 1 = untreated enzyme, 0 = substrate-free blank | activation factor at 20 µM | 190,000 compounds, 0.34% hits;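 active = activation factor of 2 or more at 20 µM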
#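 Test system – human PMI in coupled enzyme assay · Timing – 20 min incubation at room temperature · Detection – Diaphorase-driven resazurin-to-resorufin fluorescence, excitation 544, emission 590 nm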
# Hsp70 act: switches on Hsp70 transcription; AID 1203; HeLa Hsp70 promoter luciferase reporter, luminescence; scaled: vehicle 0, proteasome-inhibitor control 100%; 200,000 compounds, 0.04% hits; activation, % at 10 µM;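 active = activation above the mean across all tested compounds plus 3 SD, cutoff set per campaign, cut at about 5.5% in these data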;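 note: 100% = MG132 at 30 µM as the positive control and 0% = DMSO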
# Lmaj promast: Leishmania major promastigote growth inhibition; Leishmania major promastigotes, resazurin fluorescence viability; inhibition, % at 10 µM; 200,000 compounds, 9% hits; in the data active = inhibition above about 50%;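 note: promastigotes grown with compound for 44 hours at 28 °C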
# Efa HMGR inh: inhibitors of class II HMG-CoA reductase from Enterococcus faecalis; purified E. faecalis HMGR, NADPH absorbance 340 nm kinetic; inhibition, % at 10 µM; 190,000 compounds, 0.41% hits; AID 1066;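 active = inhibition above a set limit, the median over all tested compounds plus 3 SD, cut at about 9.5% in these data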;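 note: enzyme runs in reverse so mevalonate oxidation gives rising NADPH absorbance; 0% = complete reaction with DMSO and 100% = background rate lacking mevalonate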
# DTT redox prof: compounds producing H2O2 with reducing agent – biochemical, NIH compound library profiling, artefact control for MLSCN library redox annotation, primary screen. 200,000 compounds, 0.03% hits. DTT-dependent redox cycling H2O2, phenol red/HRP absorbance; 100% = 100 µM peroxide control, 0% = buffer. activation, % at 10 µM. AID 878;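 active = activation of at least 50% relative to the plate's high and low controls in the primary single-dose screen; inactive = activation below 50%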;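 note: compound incubated with DTT at 0.8 mM final as the reducing agent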
# RAM network inh: yeast RAM network inhibition; inhibition, % at 50 µM; S. cerevisiae dse1pr::URA3 reporter, 5-FOA growth OD615, 2 d; analog-sensitive cbk1-as2 kinase mutant strain; 190,000 compounds, 1.8% hits;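 active = inhibition above a set limit, 3 SD over mean compound inhibition, cut at about 8.4% in these data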;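 note: 0% = DMSO-only wells with no growth and 100% = 10 µM 1-NA-PP1 full growth; inhibition rescues growth on 5-FOA so higher OD means more RAM inhibition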
# TNAP inh hi DEA: TNAP (human) inhibition, high acceptor. purified TNAP, CDP-star luminescence, 1 M DEA. inhibition, % at 20 µM. 200,000 compounds, 0.03% hits;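 active = over 50% inhibition of tissue-nonspecific alkaline phosphatase at 20 µM in the single-dose screen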;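 note: plate controls were DMSO wells for no effect and EDTA-quenched wells as full inhibition for full effect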
# PMI act: phosphomannose isomerase (human) activation | purified human PMI, coupled resazurin fluorescence, 20 min; active compounds read high; 1 = vehicle control, 0 substrate-free wells | P34949 | 190,000 compounds, 0.005% hits | AID 1214 | activation factor at 20 µM;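 active = activation factor of 2 or more at 20 µM, relative to plate controls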
# Active calls of the source: *; / = no result given.
# The opening 2 records, ahead of the listing:
# Under each structure – TNAP inh noacc, S1P3 antag, PMI act hi M6P, Hsp70 act, Lmaj promast, Efa HMGR inh, DTT redox prof, RAM network inh, TNAP inh hi DEA, PMI act
C=CCc1cc(/C=C2/NC(=S)NC2=O)cc(OC)c1O
    17.7, /, 0.8, 0.0, 34.1, -11.5, -3.9, -0.9, 28.3, 0.9
Cc1ccc(C(=O)NNC(=O)CSc2nc(N)cc(N)n2)cc1
    -13.7, -14.0, 0.7, 0.1, 37.6, -3.6, -0.3, 1.9, 0.6, 0.8

# The listing, from the first entry:
# Under each structure – TNAP inh noacc, S1P3 antag, PMI act hi M6P, Hsp70 act, Lmaj promast, Efa HMGR inh, DTT redox prof, RAM network inh, TNAP inh hi DEA, PMI act
C=CCc1cc(/C=C2/NC(=S)NC2=O)cc(OC)c1O
    17.7, /, 0.8, 0.0, 34.1, -11.5, -3.9, -0.9, 28.3, 0.9
Cc1ccc(C(=O)NNC(=O)CSc2nc(N)cc(N)n2)cc1
    -13.7, -14.0, 0.7, 0.1, 37.6, -3.6, -0.3, 1.9, 0.6, 0.8
COC(=O)c1ccc2c(=O)n(-c3ccc(OC)cc3)c(=S)[nH]c2c1
    -3.1, -12.8, 1, 0.3, -5.2, -0.8, 9.8, 4.2, 4.1, 1
COC(=O)COc1ccc(S(=O)(=O)NCCC2=CCCCC2)cc1Cl
    -3.5, /, 0.9, 0.3, -5.4, -4.3, 0.0, 2.1, -1.9, 0.9
O=C(Nc1ccccc1)C1=C[C@H](c2csc3ccccc23)C[C@H](OCCCCO)O1
    -7.7, -1.0, 0.9, -0.1, 27.4, -1.5, 0.3, 10.8*, -4.2, 0.9
O=C(O)CCc1nn2c3ccccc3nc2n(-c2ccccc2)c1=O
    -10.0, -10.0, 1, -0.1, -4.5, -0.9, 0.1, 4.9, -8.3, 1
COc1cc2[nH]c(=S)n(NC(=O)CC(C)C)c(=O)c2cc1OC
    -9.9, -10.6, 0.9, -0.3, -0.6, -0.3, 2.8, 2.0, -6.9, 0.8
CCCCNS(=O)(=O)c1ccc(NC(=O)Cc2ccc(OC)cc2)cc1
    -18.5, -0.1, 1, -0.2, 2.9, -3.7, -0.2, 3.2, -5.3, 1
CC(C)[N+](C)(C)CC(O)CN(c1ccccc1)c1ccccc1 (stereo unspecified)
    -8.4, -11.3, /, -0.3, 1.0, -0.1, -0.2, 0.4, 0.6, /
Nc1n[nH]c(CCCO)n1
    17.3, 12.0, 0.9, 0.0, -3.2, -6.3, -0.1, 0.0, 4.0, 0.8
O=C(NC1CCCCC1)C1CCN(S(=O)(=O)c2cccc3nsnc23)CC1
    -6.6, /, 0.9, 0.2, -0.5, -1.8, 1.9, 1.8, -0.5, 0.9
COc1ccc(N(CC(=O)NN=C2CCCC2)S(=O)(=O)c2ccccc2)cc1
    -7.4, /, 1, -0.2, -2.7, -1.6, -4.0, 2.7, -0.1, 1
Cc1ccc(NC(=O)CCSCCc2ccccn2)cc1
    -14.0, 6.6, 1, 0.0, -4.7, -4.4, 5.4, 0.4, -5.4, 1
Cc1csc(NC(=O)CSc2nnc(C)s2)n1
    2.8, -5.1, 1, -0.2, -5.9, -9.3, 0.1, 0.3, -4.5, 1.1
CCN(CC)S(=O)(=O)c1ccc(C(=O)NCCN2C(=O)S/C(=C\c3cccnc3)C2=O)cc1
    1.4, 0.1, 1.2, -0.2, 28.3, -4.9, -0.3, 0.1, -4.8, 1.3
O=C(C1CCN(CC2CCCCC2)CC1)N1CCCC1
    -8.6, -1.4, 1.1, -0.2, -3.0, -1.0, -2.4, 2.5, -4.9, 1.1
Cn1c(=O)c2c(SCC(=O)N3CCOCC3)nc(C3CCCCC3)nc2n(C)c1=O
    -32.0, -1.6, 1.1, -0.1, 4.1, -3.1, -0.3, 6.3, -4.8, 1.1
CCCC1CC(CSC(=N)N)OC1=O (stereo unspecified)
    -8.3, /, 1.1, -0.4, -8.4, -2.6, 0.1, 1.9, -1.2, 1
COc1ccc(CCNC(=O)Cn2cnc3ccccc3c2=O)cc1OC
    -0.7, -1.1, 1, -0.4, -3.4, -1.6, -0.2, 1.8, 0.9, 1
CCc1c(O)nc(SCC(=O)Nc2ccccc2C)[nH]c1=O
    -12.7, 1.2, 1, 0.0, -6.1, -0.8, 1.1, 0.7, -1.1, 1
COCCCn1c(=NC(=O)c2ccc3c(c2)OCO3)c(C#N)cc2c(=O)n3cccc(C)c3nc21
    -5.2, -26.5, 0.9, /, /, /, /, /, -1.3, 1
O=C(CN1C(=O)c2ccccc2C1=O)Nc1ccccc1F
    -11.9, /, 1.1, -0.1, 28.6, -1.4, -2.0, 1.1, -3.9, 1.1
C=CCOc1cccc(C(=O)N2CCCC(CNS(=O)(=O)c3cccs3)C2)c1 (stereo unspecified)
    -2.6, -7.7, 0.9, -0.4, 5.9, -9.7, -0.1, 1.3, -4.6, 0.9
Cc1ccsc1C1C(C#N)=C(N)OC2=C1C(=O)CC(C)(C)C2 (stereo unspecified)
    -9.4, -22.1, 1, -0.2, 9.5, -2.7, -0.5, 1.2, -2.8, 1
CCn1c(SCC(=O)N/N=C/c2c[nH]c3ccccc23)nnc1-c1ccc(Cl)cc1
    -3.8, 5.4, 0.9, -0.2, -3.5, 0.4, 0.0, 0.0, -6.3, 0.9
CC1(C)CC(=O)C(/C=N/c2ncccc2C(=O)O)=C(O)C1
    -2.9, /, 1.2, 0.2, -1.5, -3.2, 0.2, 0.4, -1.3, 1
CCOc1ccc(N2C(=O)C3=C(C(c4ccc(Cl)cc4)=NCCN3)C2c2cccnc2)cc1 (stereo unspecified)
    -6.7, -13.4, 1, -0.1, 18.0, -0.5, -0.2, -0.6, -1.8, 1
O=C(CN(c1ccccc1)S(=O)(=O)c1ccc(F)cc1)N1CCCCCC1
    -6.8, 22.2, 1, -0.2, 6.8, 1.8, 2.9, 1.2, -4.4, 1
CN(c1ccccc1)S(=O)(=O)c1cc(C(=O)c2nccn2C)ccc1Cl
    -4.1, -14.1, 1, 0.3, 19.5, 1.8, 1.5, 1.9, -2.8, 1
CS(=O)(=O)N1CCCC(C(=O)NCCc2ccccc2)C1 (stereo unspecified)
    -6.7, -32.3, 0.9, -0.1, -2.3, -4.4, 0.4, 3.0, -3.3, 0.9
COc1ccc(CN(CC(=O)NC2CCCC2)C(=O)c2onc(C(N)=O)c2N)cc1
    -9.7, -18.1, 1.1, -0.4, -2.5, -1.4, 1.0, 1.5, -6.3, 1
COc1ccc(-n2c(=O)c3c4c(sc3n3c(C)nnc23)COC(C(C)C)C4)cc1 (stereo unspecified)
    /, -3.2, /, 0.0, 3.1, /, 1.4, /, /, /
CCN1CCN(c2ncc(C(=O)Nc3cc(Cl)ccc3OC)c3ccccc23)CC1
    -10.4, -34.2, 1, -0.4, 12.0, -3.0, -1.2, 0.0, -4.5, 0.9
Cn1nc(-c2ccc(C(=O)N3CCN(c4ccccc4)CC3)cc2)c2ccccc2c1=O
    /, -5.3, /, -0.1, -1.9, /, -0.1, /, /, /
CC(=O)c1sc(N/N=C2\CC3CC2C(C)C3(C)C)nc1C (stereo unspecified)
    -3.6, 2.4, 1.1, -0.2, 91.3*, -1.9, 0.6, 2.7, -3.2, 1.1
CCN1C(=O)c2cccc3c(S(=O)(=O)Nc4ccccc4)ccc1c23
    -0.4, /, 0.8, 0.2, 11.2, -3.7, -3.2, 4.2, -5.4, 1
Cc1nnc(N2C(=O)C(O)=C(C(=O)c3ccco3)C2c2ccc(F)cc2)s1 (stereo unspecified)
    -1.1, 6.0, 1.6, 0.1, -5.6, -8.0, -0.5, 1.1, -0.1, 1.2
CCCc1ccc(C(C)NC(=O)c2cnccn2)cc1 (stereo unspecified)
    -12.9, 3.2, 0.9, -0.3, -8.5, 0.3, 2.8, 0.8, -4.1, 0.8
Cc1cc2c(cc1C)N(CC(=O)N1CCCC1)C(=O)CC(c1ccccc1)=N2
    -12.0, /, 1.1, -0.4, -4.5, -7.8, 0.2, -1.5, -4.4, 1.1
COc1ccc(Oc2c(C=O)c3ccccc3n2C)cc1
    4.9, /, 0.9, -0.1, 5.5, 0.8, -1.4, 1.5, -0.7, 1
CCc1ccc(OCCCC(=O)NCc2ccco2)cc1
    0.5, 3.4, 1, -0.1, -6.1, -0.2, 0.2, 0.9, -5.1, 1
COc1ccc(-c2ccc(CCC(=O)O)n2NC(=O)c2cccs2)cc1
    -12.8, -20.6, 1.2, -0.2, -5.2, 0.5, 0.5, 0.3, -4.7, 1.1
N#CCCn1[nH]c(-c2ccccc2)cc1=O
    15.3, -0.7, 0.9, -0.1, -2.6, -8.9, 0.0, 0.1, 1.7, 1
O=C(Cc1ccccc1)Nc1c(C(=O)N2CCOCC2)cnn1-c1ccccc1
    -7.3, -58.5, 1, -0.2, -1.6, -1.4, -1.2, 2.0, 3.4, 1
O=C(Cc1ccccc1)NN1C(=O)C2C(C1=O)C1C=CC2C12CC2 (stereo unspecified)
    -13.2, -9.9, 1, 0.1, 32.6, -0.8, -0.5, 0.8, -2.0, 0.9
Cc1ccc(NC(=S)NNC(=O)c2ccccc2O)c(C)c1
    -138.3, -1.4, 1.2, 0.1, -2.4, -3.4, 0.6, 1.7, 2.3, 1
COc1ccc(C(=O)NC(C(=O)NCc2ccccn2)C(C)C)cc1 (stereo unspecified)
    -4.6, 8.9, 0.9, 0.4, -1.7, 0.8, -0.3, 0.3, -2.8, 0.9
Nc1nc(SCC(=O)Nc2ccccc2)[nH]c(=O)c1NC(=O)c1cccs1
    -10.5, 1.5, 1, -0.1, -9.5, 0.4, 0.6, 3.4, -5.6, 1
CCOC(=O)c1c(NC(=O)CN2CCCc3ccccc32)sc(C(C)=O)c1C
    -9.7, 6.5, 1, -0.4, 0.8, -13.6, 0.3, 2.2, -0.5, 0.9

# Part of the list above in order of count of non-hydrogen atoms, low to high:
# Under each structure – TNAP inh noacc, S1P3 antag, PMI act hi M6P, Hsp70 act, Lmaj promast, Efa HMGR inh, DTT redox prof, RAM network inh, TNAP inh hi DEA, PMI act
C=CCc1cc(/C=C2/NC(=S)NC2=O)cc(OC)c1O
    17.7, /, 0.8, 0.0, 34.1, -11.5, -3.9, -0.9, 28.3, 0.9
Cc1cc2c(cc1C)N(CC(=O)N1CCCC1)C(=O)CC(c1ccccc1)=N2
    -12.0, /, 1.1, -0.4, -4.5, -7.8, 0.2, -1.5, -4.4, 1.1
Cn1nc(-c2ccc(C(=O)N3CCN(c4ccccc4)CC3)cc2)c2ccccc2c1=O
    /, -5.3, /, -0.1, -1.9, /, -0.1, /, /, /
